Tb PYK inh: qHTS of Trypanosoma Brucei Inhibitors. pyruvate kinase (Trypanosoma brucei), Q57TT1. TbPYK enzyme, Kinase-Glo Plus ATP luminescence, 45 min. Potency, µM (doses to about 76.8 µM), inactives show top-dose activity, negative = inhibition, most hits filed as inhibitors. actives 0.12% (n = 410,000); further: nearly all actives have a fitted effect of over 50% in size
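ADP (130 uM final) triggers the TbPYK reaction after compound addition; incubation is 45 min at room temperature. Kinase-Glo Plus is then added and luminescence imaged. Normalized data are fitted to concentration-effect curves.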
AMA1-RON2 inh: qHTS for Inhibitors of AMA1-RON; Towards Development of Antimalarial Drug Lead: Primary Screen. AlphaScreen AMA1-biotinylated RON2 peptide binding. Potency, µM (doses to about 58.2 µM), inactives show at the highest dose activity change, negative = inhibition, hits mostly inhibitors. AID 720542, 2013. Plasmodium falciparum AMA1 (3D7) - RON2 peptide interaction. actives 0.2% (n = 360,000);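 further: 0% = vehicle wells and -100% = peptide control; nearly all actives have a fitted effect of over 45% in size; some results filed as inactive show a strong effect at the top dose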
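AMA1 (3D7) with his tag at 25 nM final met compounds first, then biotinylated RON2 peptide at 25 nM; detection used donor plus acceptor beads, 10 µg/mL apiece, read by AlphaScreen after 30 min at room temperature.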
An asterisk follows results filed as active; ? = inconclusive; [ ] = another dose, or the depositor's remark. The call rests on the fitted dose curve; in most records, active means well fitted curve in the direction sought with a large enough effect; inconclusive means small, poorly fitted or top-dose-only effect, or another doubt; inactive means no such curve, though single readings can be large; an effect the other way counts as inactive or inconclusive. Unless noted, on the % scale 0 is the no-effect control and ±100 the full control effect; potency means the concentration at half of the fitted maximal effect.

A first look, six compounds:
Each structure is followed by: Tb PYK inh | AMA1-RON2 inh
1. OCCCNc1ncnc2c1ncn2[C@H]1CN(Cc2ccc3c(c2)OCO3)C[C@@H](CO)O1
    0% | 4%
2. CC/C(=C\c1ccc(Cl)cc1)c1ccncc1
    -5% | 13%
3. CC(C)(C)CNC(=O)C1(C)CCN1C(=O)c1ccccc1CCc1ccccc1 (stereo not given)
    6% | -1%
4. COc1ccc(C(=O)N2CCOCC2c2cc(C(=O)NCc3ccccc3)no2)cc1 (stereo not given)
    2% | -1%
5. COc1cccc(-c2cnc3c(c2)C(=O)N([C@H](C)CO)C[C@@H](C)[C@H](CN(C)C(=O)Nc2ccccc2F)O3)c1
    1% | -4%
6. Cc1cc(C(=O)N2CCCC2(C)C(=O)O)c(C)o1 (stereo not given)
    2% | 7%

The list itself, repeating the preview:
Each structure is followed by: Tb PYK inh | AMA1-RON2 inh
1. OCCCNc1ncnc2c1ncn2[C@H]1CN(Cc2ccc3c(c2)OCO3)C[C@@H](CO)O1
    0% | 4%
2. CC/C(=C\c1ccc(Cl)cc1)c1ccncc1
    -5% | 13%
3. CC(C)(C)CNC(=O)C1(C)CCN1C(=O)c1ccccc1CCc1ccccc1 (stereo not given)
    6% | -1%
4. COc1ccc(C(=O)N2CCOCC2c2cc(C(=O)NCc3ccccc3)no2)cc1 (stereo not given)
    2% | -1%
5. COc1cccc(-c2cnc3c(c2)C(=O)N([C@H](C)CO)C[C@@H](C)[C@H](CN(C)C(=O)Nc2ccccc2F)O3)c1
    1% | -4%
6. Cc1cc(C(=O)N2CCCC2(C)C(=O)O)c(C)o1 (stereo not given)
    2% | 7%
7. CCC(CC)C(=O)N(C)c1c(C)nc2c(OCc3ccccc3C(=O)OC)cccn12
    -1% | -12%
8. O=C(CC[C@H]1O[C@@H](n2ccc(=O)[nH]c2=O)[C@H](O)[C@@H]1O)N[C@H](Cc1ccccc1)C(=O)NCCCN1CCCC1=O
    7% | 0%
9. O=S1(=O)c2c(Oc3cccc4ccccc34)cccc2OC(COCc2ccccc2)CN1C1CCCC1 (stereo not given)
    2% | 4%
10. C[C@]12c3[nH]c4ccccc4c3CCN1C(=O)C(CC(=O)NCc1cccc(C(F)(F)F)c1)C[C@@H]2C(=O)N1CCOCC1 (stereo not given in full)
    4% | -10%
11. COC1=C(C)C(=O)C2=C(C1=O)C(CO)N1C(C#N)C3CC4C(C1C2N1CCOC41)N3C (stereo not given)
    -23% | 30%[activator]
12. Brc1ccc([C@H]2C=C[C@H]3CCCN4CC[C@H]2[C@@H]3[C@]42CO2)cc1
    2% | -14%
13. CC(C)C[C@H]1CN([C@@H](Cc2ccc(O)cc2)CN2CCC[C@@H]2CN2C(=O)C(=O)NC[C@@H]2Cc2ccccc2)C(=O)C(=O)N1CC1CCCCCC1
    -6% | 2%
14. O=C(CN1C(=O)NC2(CCCCCCC2)C1=O)NCc1ccccc1
    -13% | -30%
15. Cc1ccc2c(O)c(Cc3ccccc3)c(=O)[nH]c2n1
    5% | -4%
16. CCOC(=O)c1c(C)[nH]c(C(=O)NNC(=O)c2ccccc2F)c1C
    -5% | 33%[activator]
17. O=C(C(=NNc1ccccc1)c1ccccc1)c1ccccc1
    1% | ?
18. CNC(=S)NN=C(C)c1ccc(OC)cc1O
    -6% | -4%
19. CCc1nc2ccc(C(=O)Nc3cc(-c4ccccc4)ccc3OC)cn2c1N(C)Cc1nccs1
    4% | 0%
20. CCC(CC)C(=O)N(C)c1c(C)nc2c(OCc3ccccc3C)cccn12
    -3% | -9%
21. Cc1[nH]c(=O)[nH]c(=S)c1C(=O)Nc1ccc(Cl)c(Cl)c1
    -17% | 84%[activator]
22. O=C(NCc1ccc(F)cc1)c1cc(C2CCCCN2C(=O)OCCF)on1 (stereo not given)
    -3% | -4%
23. Cc1noc(C)c1NC(=O)N(C)C[C@@H]1Oc2ncc(Br)cc2C(=O)N([C@@H](C)CO)C[C@@H]1C
    -5% | 9%
24. CC1=NN(c2ccccc2)C(c2ccco2)C1 (stereo not given)
    5% | 0%
25. COc1ccc(S(=O)(=O)N2CCCCC2)cc1NC(=O)Cn1cnc2c1c(=O)n(C)c(=O)n2C
    1% | -2%
26. O=c1[nH]snc1-c1c(Cl)cccc1Cl
    3% | 16%
27. CCN1CCn2c3c(c4cc(Br)ccc42)CCCC31 (stereo not given)
    -12% | ?
28. CSc1nc(=O)n(CCC#N)nc1SC
    -9% | 24%
29. O=C1[C@H](Oc2ccccc2)[C@@H](c2ccccc2)N1c1ccncc1
    4% | -2%
30. COc1cccc(CNCc2cccc(OC)c2O)c1O
    -12% | 63%[activator]
31. Cc1cccc(NC(=O)CSc2nnc3ccc(-c4cccnc4)nn23)c1
    3% | -6%
32. COc1ccc(CCCNC(=O)C2Cc3c(-c4ccc(NC(C)=O)cc4)ccnc3O2)cc1 (stereo not given)
    2% | -5%
33. Cc1ccc(C)c(Oc2coc3cc(OC(=O)c4cccs4)ccc3c2=O)c1
    -26% | 15%
34. CN(CC(=O)Nc1cccc(F)c1)C(=O)c1cn(-c2ccccc2)nc1-c1cccs1
    -8% | -4%
35. COCCn1c(N)c(N(Cc2ccccc2)C(=O)c2cc(=O)[nH]c3ccccc23)c(=O)[nH]c1=O
    8% | 2%
36. CC(C)C(N)c1csc(Nc2ccccn2)n1 (stereo not given)
    -14% | 104%[activator]
37. C[C@H](CO)N1C[C@H](C)[C@@H](CN(C)S(=O)(=O)c2cccs2)Oc2ccc(NC(=O)Cc3ccccc3)cc2C1=O
    -5% | -15%
38. COc1cc(C(=O)C(=O)c2ccc(OC)c(OC)c2)ccc1O
    3% | -7%
39. CC(=O)c1c(C)[nH]c(C(=O)OCc2csc(CC(=O)Nc3ccccc3C)n2)c1C
    -2% | -4%
40. COc1ccccc1-c1sc2ccccc2c1-c1ccc(OCCN2CCCCC2)cc1
    -1% | ?
41. N#CC1c2ccccc2-n2nncc2CN1S(=O)(=O)c1ccccc1 (stereo not given)
    -6% | -3%
42. Cc1cc(C)cc(NC(=O)C2COc3ccccc3O2)c1 (stereo not given)
    0% | -2%
43. COc1ccc(-c2nnc(N(C)C(=O)C3CCOC3)s2)cc1 (stereo not given)
    6% | -6%
44. Cc1c(NC(=O)CSc2nnc(C(C)N(C)C)n2-c2ccccc2)c(=O)n(-c2ccccc2)n1C (stereo not given)
    2% | 3%
45. O=C(/C=C/c1ccc(F)cc1)Nc1cc(S(=O)(=O)N2CCOCC2)ccc1N1CCOCC1
    -2% | 6%
46. O=C(CN1CCN(S(=O)(=O)c2ccc(Br)s2)CC1)NC1CCCCC1
    3% | -1%[11.6 µM]
47. C[C@@H]1CN([C@H](C)CO)S(=O)(=O)c2ccc(-c3cccc(C#N)c3)cc2O[C@H]1CN(C)C(=O)Nc1cc(F)ccc1F
    2% | -6%
48. CN(C)c1cccc(CNC(=O)c2csc([C@@H]3C[C@H](O)[C@@H](CO)O3)n2)c1
    0% | 7%
49. Nc1ncnc2c1ncn2[C@@H]1O[C@H](CNCC#Cc2ccccc2)[C@@H](O)[C@H]1O
    7% | 2%
50. CCn1c(CCNC(=O)c2cccs2)nnc1SCC(=O)c1ccc(OC)cc1
    ? | -2%
51. C[C@H](CO)N1C[C@H](C)[C@H](CN(C)CC2CCCCC2)Oc2ccc(NS(=O)(=O)c3ccc(F)cc3)cc2CC1=O
    -3% | -1%
52. O=C(CSc1nnc2ccccn12)NNC(=O)c1ccccc1F
    -8% | 2%
53. O=C(Nc1nccs1)c1csc([C@H]2C[C@H](O)[C@@H](CO)O2)n1
    -2% | 62%[activator]
54. Cc1nnc(NC(=O)c2ccc(F)c(S(=O)(=O)N3CCOCC3)c2)s1
    -3% | 3%
55. O=C(CN1CCN(C(=O)c2ccco2)CC1)Nc1cc(S(=O)(=O)N2CCCC2)ccc1Cl
    5% | -13%
56. CCOC(=O)C1=C(C#N)C(C(=O)OCC)c2ncccc21 (stereo not given)
    -27% | 25%
57. CCN(CC)C(=O)c1ccc2sc([C@H]3C[C@H](O)[C@@H](CO)O3)nc2c1
    4% | 0%
58. O=C(COC(=O)c1cc(S(=O)(=O)N2CCOCC2)ccc1F)NC1CC1
    -9% | 39%[activator]
59. COc1cc(OC)cc(C(=O)N2CCN(C3CCC(C)CC3)CC2)c1 (stereo not given)
    26% | ?
60. CC(=NNc1nc2ccccc2o1)c1ncccn1
    -1% | -5%

The list continues.
Each structure is followed by: Tb PYK inh | AMA1-RON2 inh
61. CCNC(=O)C1(C)CCN(C(=O)c2ccc(N(C)C)cc2)C1 (stereo not given)
    -9% | 12%
62. COCCNC(=O)C1(C)CCCN(Cc2cc(-c3ccccc3)nn2C)C1 (stereo not given)
    3% | 1%
63. Cc1ccccc1C(=O)NCCCNC(=O)c1ccccc1C
    1% | -14%
64. Cc1ccc(C(C)C)c(OCCOCCN2CCNCC2)c1
    2% | -6%
65. Cc1cccc(S(=O)(=O)NC(=O)C2(C)CCN2C(=O)c2ccccc2CCc2ccccc2)c1 (stereo not given)
    -2% | -12%
66. COc1ccc(CC(=O)Nc2cc(S(=O)(=O)N3CCOCC3)ccc2N2CCCC2)cc1
    8% | -7%
67. O=C1NCCOC(=O)[C@@H](Cc2ccc(F)cc2)CC/C=C/C[C@@H]1CC(=O)N(CCO)Cc1ccccc1
    -3% | -3%
68. CCOC(=O)CNC(=O)N1Cc2cc(N3CCOCC3)ccc2-n2nncc2C1
    -1% | 6%
69. COc1ccc2oc(C(=O)OCC(=O)NC3CCS(=O)(=O)C3)c(C)c2c1 (stereo not given)
    0% | -5%
70. CCc1nc2c(OCC(=O)c3ccc(Cl)cc3Cl)cccn2c1N(C)C(=O)c1ccncc1
    1% | 13%
71. CC1=C(C(=O)Nc2cc(C(=O)N3CCN(c4ccc(Cl)cc4)CC3)ccc2C)SCCO1
    -4% | -3%
72. CSc1ccc(CNC(=O)C2CCC(=O)N(CC3CCCCC3)C2)cc1 (stereo not given)
    3% | 0%
73. COC(=O)[C@]12CCCCC=C1N(Cc1ccco1)C(=O)[C@H](CC(=O)N1CCC(c3ccccc3)CC1)C2
    -9% | 0%
74. COc1cccc(S(=O)(=O)N(C)C[C@H]2Oc3ncc(Br)cc3C(=O)N([C@H](C)CO)C[C@H]2C)c1
    4% | -10%
75. COC(=O)c1ccc(N2C(c3cc(OC)cc(OC)c3)=Cc3ccc(-c4cccnc4)cc3C2CC(=O)C2CC2)cc1 (stereo not given)
    -1% | 28%
76. CC(C)(C)C1CCC(CN2CCC(CN3C(=O)C(=O)NC[C@@H]3Cc3ccccc3)CC2)CC1 (stereo not given in full)
    -1% | 7%
77. CCCCNC(=O)C(=O)Nc1ccc2c(c1)N(S(=O)(=O)c1cccs1)CCC2
    1% | 0%
78. Cc1ccc([C@H]2C[C@H](O)[C@@H](n3cc(C4CC4)nn3)CN2Cc2cccs2)cc1
    0% | -6%
79. COc1cc(CN2C(=O)C(C)ON=C2c2cccs2)cc(OC)c1 (stereo not given)
    -1% | -4%
80. Cc1ccc(NC(=O)COC(=O)CN2CCSC2=O)cc1Cl
    0% | -3%
81. CCCCN(C=O)c1c(CC)nc2ccc(C(=O)N3CCN(C)CC3)cn12
    4% | -1%
82. CC(C)[C@@H]1CC2=C(C(=O)OC(C)(C)O2)[C@H](CCc2ccccc2)O1
    0% | 4%
83. CN1OC[C@@H]2CN(Cc3cc(Cl)cc(Cl)c3)[C@H](c3cccc(Oc4ccccc4)c3)C[C@@H]21
    3% | -24%
84. O=C(c1ccco1)N1CCN(C(=O)c2ccc(COc3ccc(Cl)cc3Cl)o2)CC1
    -5% | -10%
85. Cc1ccn2c(Cc3ccccc3)c(-c3ccc(Br)cc3)nc2c1
    8% | 0%
86. Cc1cc(C)cc(S(=O)(=O)Cc2noc(C(=O)NCc3ccccc3)c2C(=O)NCc2ccccc2)c1
    -1% | -3%
87. CCOC(=O)C(CC)(CC)C(=O)/C=C/c1cccc(Br)c1
    2% | -9%
88. O=C1CCC(OCc2ccccc2)CCN1CC[C@@H](Sc1ccccc1)c1ccccc1 (stereo not given in full)
    0% | 10%
89. CC[C@H](C)[C@@H]1NC(=O)CNC(=O)c2csc(n2)[C@H](C(C)(C)O)OC(=O)C(C)(C)[C@H](CCCC(C)(Cl)Cl)OC(=O)c2csc1n2
    0% | -2%
90. CCN(C[C@H]1N[C@@](C)(C(=O)OC)[C@H]2C(=O)N(Cc3ccccc3)C(=O)[C@@H]12)S(=O)(=O)c1ccc(OC)cc1
    0% | -5%
91. CCCS(=O)(=O)NC(=O)C1(C)CCCN(C(=O)c2cc(F)ccc2C)C1 (stereo not given)
    3% | -5%
92. O=C(Nc1c(-c2ccccc2)[nH][nH]c1=O)c1cccc(C(F)(F)F)c1
    5% | -3%
93. Cc1ccc(S(=O)(=O)N2[C@@H](c3ccc(C#N)cc3)C(C(=O)O)=C[C@H]2CC2CCCC2)cc1
    0% | 5%
94. Cc1cc(C)c(S(=O)(=O)c2ccc(F)cc2)c(C)c1
    1% | 9%
95. COc1ccc(CNCCS(=O)(=O)NC2CCCCC2)cc1
    -2% | 5%
96. CCC(c1nnnn1-c1ccc2c(c1)OCCO2)N1CCN(C)CC1 (stereo not given)
    -2% | 2%
97. CCCCCCCCNS(=O)(=O)CCNCCCC
    3% | 5%
98. Cc1c(C)[n+](=O)c(C)c(C)n1[O-]
    1% | 0%
99. Cc1ccccc1OCCC(=O)NNC(=O)COc1cccc(F)c1
    -4% | 58%[activator]
100. Cn1sc2ccccc2c1=O
    ? | 0%

From PubChem

A portion of the library, so the mix of outcomes need not match the whole.
